Source: PubChem
MITF inh: blocks human microphthalmia-associated transcription factor; O75030; AlphaScreen MITF homodimerization, bead proximity signal; inhibition, % at 2.6 µM; 650,000 tested, 0.91% active; in the data active = inhibition above about 50%;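 also: 0% = vehicle wells with protein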
FBW7 act: human FBW7 E3 ligase activation, primary screen; normalized activity (activation), % at 26.1 µM; AID 1259310; AlphaScreen FBW7–phospho-cyclin E peptide binding, activator screen; Q969H0; 650,000 tested, 0.13% active; in the data active = normalized activity above about 1.9%;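 also: purified mutant Fbw7 with reduced substrate affinity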
Target sequence (Q969H0 whole entry, looked up): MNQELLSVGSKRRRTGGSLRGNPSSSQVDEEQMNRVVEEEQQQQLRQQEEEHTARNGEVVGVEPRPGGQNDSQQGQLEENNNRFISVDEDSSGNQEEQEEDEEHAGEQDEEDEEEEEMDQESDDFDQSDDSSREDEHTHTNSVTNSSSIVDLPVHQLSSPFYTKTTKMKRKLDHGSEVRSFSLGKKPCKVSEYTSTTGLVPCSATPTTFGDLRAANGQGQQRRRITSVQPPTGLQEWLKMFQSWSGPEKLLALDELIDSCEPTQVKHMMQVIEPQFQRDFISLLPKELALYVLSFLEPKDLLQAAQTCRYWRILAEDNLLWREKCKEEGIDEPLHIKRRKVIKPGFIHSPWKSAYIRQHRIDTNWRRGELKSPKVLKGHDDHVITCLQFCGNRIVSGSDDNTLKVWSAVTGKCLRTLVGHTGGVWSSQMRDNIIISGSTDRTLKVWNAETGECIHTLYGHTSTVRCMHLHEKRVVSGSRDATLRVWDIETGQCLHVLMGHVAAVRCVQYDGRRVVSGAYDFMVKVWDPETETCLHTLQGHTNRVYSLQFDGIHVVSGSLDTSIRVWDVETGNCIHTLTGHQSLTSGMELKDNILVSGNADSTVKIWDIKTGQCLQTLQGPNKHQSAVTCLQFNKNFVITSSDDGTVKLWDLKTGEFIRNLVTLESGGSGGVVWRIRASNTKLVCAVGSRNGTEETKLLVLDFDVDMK
GPR151 ag: human GPR151 activation; Q8TDV0; PathHunter beta-arrestin GPR151 cells, luminescence; activation, % at 11.2 µM; 650,000 tested, 1% active; in the data active = activation above about 4.9%;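 also: 0% = median of compound wells and 100% = cells with positive control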
Target sequence (Q8TDV0 whole entry, looked up): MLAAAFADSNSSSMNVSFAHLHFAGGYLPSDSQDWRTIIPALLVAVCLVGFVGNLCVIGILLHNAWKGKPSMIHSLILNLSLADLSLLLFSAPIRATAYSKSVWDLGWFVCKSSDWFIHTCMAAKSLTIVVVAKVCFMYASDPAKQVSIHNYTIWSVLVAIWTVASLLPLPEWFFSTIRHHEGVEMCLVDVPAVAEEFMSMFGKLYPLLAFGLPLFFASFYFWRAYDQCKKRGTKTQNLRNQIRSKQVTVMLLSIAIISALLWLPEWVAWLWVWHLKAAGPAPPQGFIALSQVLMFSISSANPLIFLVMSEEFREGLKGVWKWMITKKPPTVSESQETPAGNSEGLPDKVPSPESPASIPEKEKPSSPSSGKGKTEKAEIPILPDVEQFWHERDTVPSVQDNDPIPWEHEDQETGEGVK
TEAD-YAP block: TEAD-YAP interaction inhibition; HEK-TIYL cells, TEAD-Gal4/YAP UAS-luciferase luminescence; inhibition, % at 9.12 µM; 640,000 tested, 1.4% active; in the data active = inhibition above about 32%;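 also: 0% = median of test compound wells and 100% = reference inhibitor wells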
* hit, by the source's call; x = no result given.

Preview:
SMILES	MITF inh	FBW7 act	GPR151 ag	TEAD-YAP block
O=C(NCCN1CCOCC1)c1nn2c(c1Cl)NC(c1ccc(Br)cc1)CC2C(F)(F)F (stereo not drawn)	-2.4	0.0	-0.2	-2.0
COc1ccc(C(C)C)cc1-c1cnc2ccc(NCc3ccncc3)nn12	3.9	0.0	0.1	3.7
Cc1cc(C)c(CN2CCOCC2)c(OS(=O)(=O)c2ccccc2[N+](=O)[O-])c1	8.1	0.0	1.7	13.4
CC(C)[C@@H](C(=O)OCC(=O)C(C)(C)C)N1C(=O)c2ccccc2C1=O	0.0	0.0	1.7	-5.8
O=C(CN1CCCC(COCc2ccccc2)C1)NCc1ccccc1Cl (stereo not drawn)	41.6	0.0	0.2	2.2
NC(=O)c1c(NC(=O)c2cccnc2)sc2c1CCCCC2	-10.5	-0.3	0.5	-39.5
O=C(NC1CCN(Cc2ccccc2)CC1)c1csc(NC2CCC(O)CC2)n1 (stereo not drawn)	-2.4	-0.1	-3.1	5.3
COC(=O)CSCc1nc2ccccc2[nH]c1=O	-2.5	0.0	-1.1	-5.3
COc1ccc(-n2c(=S)[nH]c3c(c2=O)C2(CCCC2)Cc2ccccc2-3)cc1	15.4	-0.7	-0.3	0.1
CC(C)(CNC(=O)Cc1ccc(Br)cc1)N1CCOCC1	-0.2	0.0	-1.6	3.1
CCc1ccc(C2C(C#N)=C(N)Oc3n[nH]c(-c4ccccc4)c32)cc1 (stereo not drawn)	-6.9	-0.1	-0.7	7.2
Cc1cccc(C(=O)Nc2ccc(C(=O)NNC(=O)C(C)(C)C)cc2)c1	3.1	0.4	-0.4	9.9

This part in full, from the start:
SMILES	MITF inh	FBW7 act	GPR151 ag	TEAD-YAP block
O=C(NCCN1CCOCC1)c1nn2c(c1Cl)NC(c1ccc(Br)cc1)CC2C(F)(F)F (stereo not drawn)	-2.4	0.0	-0.2	-2.0
COc1ccc(C(C)C)cc1-c1cnc2ccc(NCc3ccncc3)nn12	3.9	0.0	0.1	3.7
Cc1cc(C)c(CN2CCOCC2)c(OS(=O)(=O)c2ccccc2[N+](=O)[O-])c1	8.1	0.0	1.7	13.4
CC(C)[C@@H](C(=O)OCC(=O)C(C)(C)C)N1C(=O)c2ccccc2C1=O	0.0	0.0	1.7	-5.8
O=C(CN1CCCC(COCc2ccccc2)C1)NCc1ccccc1Cl (stereo not drawn)	41.6	0.0	0.2	2.2
NC(=O)c1c(NC(=O)c2cccnc2)sc2c1CCCCC2	-10.5	-0.3	0.5	-39.5
O=C(NC1CCN(Cc2ccccc2)CC1)c1csc(NC2CCC(O)CC2)n1 (stereo not drawn)	-2.4	-0.1	-3.1	5.3
COC(=O)CSCc1nc2ccccc2[nH]c1=O	-2.5	0.0	-1.1	-5.3
COc1ccc(-n2c(=S)[nH]c3c(c2=O)C2(CCCC2)Cc2ccccc2-3)cc1	15.4	-0.7	-0.3	0.1
CC(C)(CNC(=O)Cc1ccc(Br)cc1)N1CCOCC1	-0.2	0.0	-1.6	3.1
CCc1ccc(C2C(C#N)=C(N)Oc3n[nH]c(-c4ccccc4)c32)cc1 (stereo not drawn)	-6.9	-0.1	-0.7	7.2
Cc1cccc(C(=O)Nc2ccc(C(=O)NNC(=O)C(C)(C)C)cc2)c1	3.1	0.4	-0.4	9.9
COc1ccc(CC2S/C(=N\N=C\c3ccc(-c4ccc(Cl)cc4)o3)NC2=O)cc1 (stereo not drawn)	7.2	-0.1	-0.2	-3.5
CCOc1cc(Nc2ccc(NC(=O)c3ccc(OC)c(OC)c3)cc2)nc(C)n1	-1.7	-0.1	1.8	-2.5
c1ccc(CCc2nc(-c3cccnc3)no2)cc1	-1.5	-0.1	-0.2	-26.3
O=C1C2CC=C(Cl)CC2C(=O)N1CN1CCCCC1 (stereo not drawn)	-5.4	0.0	1.8	-7.0
COc1ccc(C(=O)c2sc3nc(-c4ccc(OC)cc4)ccc3c2N)cc1	-1.4	0.0	2.0	2.3
Cc1ccc(N2C(=O)CC(NCc3cccc(Cl)c3)C2=O)cc1 (stereo not drawn)	18.5	0.1	0.0	3.2
CCOC(=O)c1c(C2CCCCC2)csc1N	9.9	0.0	3.0	5.2
CC(C)c1ccc(NC(=O)C(c2ccccc2)N2CCc3ccccc32)cc1 (stereo not drawn)	-10.2	-0.1	-0.8	-10.6
CCOC(=O)C1CCCN(S(=O)(=O)c2cc3c(cc2C)NC(=O)CO3)C1 (stereo not drawn)	10.7	0.2	-0.9	0.6
CC(=O)NC(C)(COc1nonc1C)COc1nonc1C	-4.4	-0.2	0.3	7.5
O=C(O)/C=C/c1ccc(-c2ccc(Cl)cc2)o1	-10.8	0.0	-2.7	-6.4
C=C1C[C@H](O)[C@H](C/C=C\CCCC(=O)O)[C@H]1/C=C/C(=O)CCCCC	2.1	x	-0.4	x
Cc1ccc(/C(N)=N/OC(=O)Oc2ccccc2)cc1	-2.8	0.0	-1.1	2.3

Later entries:
SMILES	MITF inh	FBW7 act	GPR151 ag	TEAD-YAP block
O=C(C(Cc1ccccc1)n1cccc1)N1CCCCC1 (stereo not drawn)	2.8	0.0	-0.2	8.3
CC(C)n1c(-c2ccccc2)nc2c(NCCc3ccc(O)cc3)ncnc21	13.9	0.1	-0.6	-8.1
Cc1ccc(CNC(=O)CCCCn2c(=O)[nH]c3ccsc3c2=O)cc1	11.7	0.2	-0.2	11.8
O=C(NCc1cccnc1)c1ccc2nc(Nc3ncccn3)sc2c1	-14.7	-0.1	0.9	-32.3
O=C1CCCN1CCn1cnc2c(NCc3ccccc3)nc(-c3cccs3)nc21	7.7	-0.1	0.6	1.0
COc1cccc(C2(CC(=O)N3CCSCC3)CC(=O)N(C3CCCC3)C2=O)c1 (stereo not drawn)	0.1	0.1	-1.2	-72.9
CC(NC(=O)CN(C)Cc1nc2ccccc2c(=O)[nH]1)c1ccccc1 (stereo not drawn)	6.1	-0.1	-0.2	6.4
C=CCNc1nc(-c2ccc(Cl)cc2)cs1	-6.3	-0.1	-4.2	-46.5
O=C(Nc1ccc2cn[nH]c2c1)c1cc(Cl)ccn1	-2.6	0.1	-7.1	-57.9
COc1ccccc1C(=O)NNC(=O)C(=O)NC1CCCCC1	0.4	-0.2	-0.3	2.1
CCOC(=O)c1ccc(N2C(=S)NC3c4cc(C)ccc4OC2(C)C3C(=O)N(C)C)cc1 (stereo not drawn)	12.6	-0.3	0.9	-13.3
Cn1ncc(Br)c1C(=O)Nc1ccc(C2CCCCC2)cc1	-0.1	-0.2	1.5	4.8
COc1ccc(CN=Cc2c(O)n(-c3ccc(OC)cc3)c(=O)[nH]c2=O)cc1	-3.7	-0.1	-0.9	5.5
NS(=O)(=O)c1ccc(N/N=C/c2ccc3c(c2)OCCO3)cc1	21.6	0.1	-2.4	-67.9
Cc1nc2ncnn2c(C)c1CCC(=O)N1CCc2ccccc21	-7.9	0.1	-0.5	-0.8
O=C(c1cnsn1)N1CCCC(CNS(=O)(=O)Cc2ccccc2)C1 (stereo not drawn)	2.3	-0.1	0.6	3.4
CCC(C(=O)O)n1cnc2scc(-c3ccc(C)cc3)c2c1=O (stereo not drawn)	12.8	0.1	0.8	3.6
CCc1ccc(NC(=O)CSc2nc3ccncc3[nH]2)cc1	-2.4	-0.2	-0.1	-6.0
O=C(CSc1nc2sc3c(c2c(=O)[nH]1)CCCC3)NNC(=O)c1ccco1	14.1	0.5	-1.6	-15.3
Cc1cc(C)c(S(=O)(=O)Nc2ccc3c(c2)OCCO3)c(C)c1	14.5	0.7	-0.8	10.7
Cc1nonc1CC(=O)N1CCC(n2nnc(-c3ccc(F)cc3)n2)CC1	8.0	0.0	-0.5	7.3
CC(C)c1ccc(NC(=O)CSc2nc3ccc(NC(=O)CSc4nnc(-c5ccccc5)n4C)cc3s2)cc1	-8.2	0.0	0.3	20.2
COCC(=O)Nc1cc(CNC(=O)c2cccc3c(C)c(C)[nH]c23)cc(C(=O)OC)c1	3.5	-0.1	-0.4	11.9
CCCCSc1nc(CCC)cc(=O)[nH]1	9.3	0.3	-1.7	10.1
c1ccc(-c2cn(-c3ccccc3)c3ncnc(NCc4ccccn4)c23)cc1	11.0	0.0	-0.5	-9.5

Later entries
SMILES	MITF inh	FBW7 act	GPR151 ag	TEAD-YAP block
O=C(O)[C@H](Cc1ccccc1)N1Cc2ccccc2C1=O	-3.9	0.0	0.0	-1.2
COc1ccccc1/C=C1\N=C(c2ccc(OC)c(OC)c2)N(c2ccc(Cl)cc2)C1=O	-3.2	0.0	0.4	-4.3
Nc1c(C=C2C=CC(=O)C=C2)c(=O)nc2sc(-c3ccccc3Cl)nn12	-9.9	0.1	-1.9	4.7
CCNC(=O)c1sc2ccccc2c1Cl	-2.9	0.1	-0.4	-16.1
Cc1ccccc1C(=O)Nc1cccc(NC(=O)c2ccc(-c3ccc(Cl)cc3Cl)o2)c1	15.8	1.0	0.7	2.1
COc1cc(/C=C/C(=O)c2ccc(C)cc2)cc(OC)c1O	6.6	0.1	1.0	0.4
CC(C)c1ccc(O)c(NC(=O)c2cncc(Br)c2)c1	-7.8	0.0	0.5	-14.8
N#CCCn1cc(C(=O)Nc2ccc(C(=O)O)cc2)c(-c2cc3ccccc3o2)n1	-7.1	0.0	0.0	5.8
c1cc(Cn2cncn2)cc(Nc2nccc(-c3cncc(N4CCOCC4)c3)n2)c1	14.3	0.8	0.3	92.2*
CCCOc1ccc(C2C(=O)N(C3CCC(C)CC3)CC(=O)N2Cc2ccc(F)cc2)cc1OC (stereo not drawn)	2.9	-0.1	1.5	-0.3
CCCCN(C)S(=O)(=O)c1ccc(C(=O)Nc2sc3c(c2C(=O)OC)CCN(C(=O)OCC)C3)cc1	-5.1	-0.1	-0.3	-4.8
COc1cccc(C(CC(=O)O)NS(=O)(=O)c2ccc(F)cc2)c1OC (stereo not drawn)	0.9	0.1	-0.7	-0.8
O=C(CCSc1nnc(-c2ccncc2)o1)Nc1ccccc1Cl	1.3	-0.6	1.2	7.7
CCOC(=O)Cn1cc(CN2CCc3c(nc(N4CCCC4)[nH]c3=O)C2)c2ccccc21	21.5	1.0	-0.1	-6.8
CCc1c(C)nc2c(-c3cccs3)c(C)[nH]n2c1=O	0.8	-0.1	-0.1	-0.4
COc1ccc(Cn2c(SCC(=O)NCCc3ccc(OC)c(OC)c3)nc3ccsc3c2=O)cc1	3.9	0.0	1.4	11.1
Cc1ccccc1-n1c(-c2ccco2)nc2c(cnn2-c2ccccc2)c1=O	-14.7	-0.1	-1.3	-15.4
COc1ccccc1S(=O)(=O)N1CCNC(=O)C1	7.3	0.0	1.1	4.0
CCOC(=O)c1[nH]c(C)c(C(=O)Nc2ccc(C(C)=O)cc2)c1C	9.9	-0.1	0.1	-5.4
CCN(CCCNC(=O)c1ccc2c(c1)NC(=O)C1CCCN21)Cc1ccccc1 (stereo not drawn)	15.0	0.5	0.0	6.1
Cc1ccc(-c2ccc(OCCN(C)C)nc2)cc1	13.3	0.5	-0.9	-37.8
C=CCc1c(C)nc(SCC(=O)Nc2ccc(Cl)cc2)[nH]c1=O	13.7	0.1	1.3	-4.7
O=C(CSc1nc2ncccc2[nH]1)Nc1cc(Cl)ccc1Cl	-2.4	0.8	1.4	-12.3
CC(C)N(CCNc1ccnc(N2CCN(Cc3ccc4c(c3)OCO4)CC2)n1)C(C)C	-6.0	0.0	1.3	7.9
CCOC(=O)c1c(C)c(C(=O)NCc2ccc(OC)cc2)c(C)n1C	10.0	-0.3	0.4	-5.1

Later entries:
SMILES	MITF inh	FBW7 act	GPR151 ag	TEAD-YAP block
NC(=O)CSc1ncnc2c1sc1nc3ccccc3cc12	6.4	1.2	0.1	-5.5
Cc1ccc(NC(=O)N2CCC(CN3CCC(C)CC3)CC2)c(C)c1	6.6	0.0	-1.3	-8.0
Cc1cccc(-c2nc(Nc3cccc(C(=O)O)c3)c3ccccc3n2)c1	4.1	0.1	-0.6	-17.2
C=CCOc1nc(NCC)nc(NCC)n1	1.8	-0.3	-0.2	-5.3
CCOc1ccc(NC(=O)c2ccc(F)c(S(=O)(=O)N3CCc4ccccc43)c2)cc1	-5.2	-0.1	-0.6	5.5
CCOC(=O)c1ccc(N=c2oc3ccccc3cc2C(=O)Nc2ccccc2)cc1	-2.1	0.0	1.6	-3.2
CCN(CC)CCNC(=O)c1ccccc1C(=O)c1ncc[nH]1	9.6	0.2	-0.8	-6.6
CCC(C(=O)OC)n1cnc2c(nnn2Cc2ccc(C)cc2)c1=O (stereo not drawn)	-8.3	0.1	0.1	2.2
Cc1nc(NC(=O)CSCC(=O)O)sc1-c1ccccc1	-1.9	0.0	0.5	3.2
CCOc1ccc(/C=C2/N=C(c3cccc(F)c3)OC2=O)cc1	10.2	0.0	1.3	-0.8
Cc1cc(S(=O)(=O)Nc2ccccc2C(=O)O)ccc1Cl	20.5	0.6	-0.6	-13.7
CCOc1ccc(NC(=O)NCCCN2CCN(c3ccc(OC)cc3)CC2)cc1	2.2	-0.2	-0.4	-4.1
COc1cc(C)c(S(=O)(=O)Nc2ccc(-n3c(C)nc4ccccc4c3=O)cc2)cc1C	-16.5	-0.1	-0.6	5.6
Cc1cccc(-n2cc(-c3ccccc3)c3c(NCc4cccc(Cl)c4)ncnc32)c1	6.3	-0.3	0.8	-3.7
O=C(Nc1ccc(-n2cnnn2)cc1)C1CCN(Cc2ccc3c(c2)CCO3)CC1	18.0	0.0	-1.2	8.7
CCCNc1ccnc2c(-c3cccc(N(C)C)c3)cnn12	4.8	-0.6	0.6	32.5*
C=CCOc1ccc(/C=C2/C(=N)N3C(=NC2=O)SN=C3S(=O)(=O)C(C)C)cc1OC	2.2	-0.2	-0.6	-5.1
NC(=O)C1CCN(C(c2ccccc2F)c2nnnn2Cc2ccco2)CC1 (stereo not drawn)	5.0	0.0	-0.2	4.8
CC(=O)C1=NN(c2ccc(Cl)cc2)C2C(=O)N(c3ccc(C)cc3)C(=O)C12 (stereo not drawn)	1.2	0.3	0.3	1.3
O=C(NCc1ccccc1)c1cccc(-c2csc3ccccc23)n1	12.2	0.2	1.2	-5.7
